TIM10 inh – growth inhibitors of isogenic TIM10 control yeast, primary screen, counter-screen for tim10-1 yeast inhibitor project, luminescence, uHTS. S. cerevisiae TIM10 strain growth, BacTiter-Glo luminescence, 24 h. inhibition, % at 10 µM. 330,000 tested, 1.4% active;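 active = inhibition of 40% or more at the single tested concentration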;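 also: wild-type TIM10 isogenic control strain grown at permissive 25 °C; 0% = DMSO yeast wells and 100% = minimal medium wells without yeast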
hIAP inh – human IAP inhibitors, primary screen, biochemical, luminescence, uHTS; purified IAP, CDP-Star luminescence, 30 min; AID 2544, 2010; Intestinal-type alkaline phosphatase (Homo sapiens), P09923; 330,000 tested, 0.12% active; inhibition, % at 10 µM;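 active = inhibition reaching a set limit with compound at 10 µM in the primary screen, cut at about 35% in these data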;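 also: plate controls were DMSO wells with enzyme for no effect and no-enzyme buffer wells for full effect; values of inactives mirror those of a sister screen read the other way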
mIAP activ – activators of mouse IAP, primary screen, biochemical, luminescence, uHTS; intestinal alkaline phosphatase [Mus musculus]; muIAP, CDP-Star luminescence, 30 min; hits give high values; 1 = vehicle-only enzyme signal, 0 = enzyme-free wells; activation factor at 10 µM; 330,000 tested, 0.24% active; AID 2805, 2010;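 active = activation factor of at least 2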; also: the source names both 10 and 20 µM as test concentration; values of inactives mirror those of a sister screen read the other way
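Assay system: mouse IAP enzyme; Reagent: CDP-Star chemiluminescent phosphatase substrate; Compound: DMSO-dissolved test compounds; Incubation: 30 min, room temperature; Technique: luminescence from enzymatic CDP-Star hydrolysis; Controls: DMSO-only wells and no-enzyme negative control.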
A3A deaminase – APOBEC3A ssDNA deaminase inhibitors, primary screen, selectivity assay for APOBEC3G inhibitor project, biochemical, FAM/TAMRA oligo cleavage fluorescence. 330,000 tested, 0.41% active. inhibition, % at 20 µM. recombinant A3A, FAM/TAMRA ssDNA deamination fluorescence. AID 493011, 2011;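 active = at least 40% inhibition at 20 µM here, with at most 30% in a related deaminase screen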;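 also: plate controls were A3A with DMSO for no effect and wells lacking A3A enzyme for full effect; some results filed as inactive read as strong as hits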
Target sequence (P31941 whole entry, looked up): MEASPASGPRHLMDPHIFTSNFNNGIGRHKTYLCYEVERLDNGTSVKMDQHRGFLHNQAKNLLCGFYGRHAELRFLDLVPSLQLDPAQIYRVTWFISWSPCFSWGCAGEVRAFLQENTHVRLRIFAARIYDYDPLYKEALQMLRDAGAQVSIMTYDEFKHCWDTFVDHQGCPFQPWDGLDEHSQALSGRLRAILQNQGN
beta cell repl – inducers of MIN6 beta-cell proliferation, primary screen, ATP luminescence, uHTS | MIN6 cells proliferation, ATPlite luminescence, 48 h; cells starved in 0.2% serum; 100% = growth in 10% serum | proliferation, % at 10 µM | 330,000 tested, 0.29% active | AID 2380, 2010;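 active = compounds whose signal lies at least 3.5 SD above the mean of all wells on their plate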;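 also: 0% = DMSO-treated cells in low-serum medium and 100% = 10% serum control; some compounds called inactive have numbers as strong as hits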
mIAP inh – inhibitors of mouse IAP, primary screen, biochemical, luminescence, uHTS; inhibition, % at 10 µM; 330,000 tested, 0.2% active; purified mouse IAP, CDP-Star luminescence, 30 min;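 active = inhibition of at least 40% at 10 µM in the primary screen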;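 also: plate controls were DMSO with enzyme for no effect and no enzyme wells for full effect; values of inactives mirror those of a sister screen read the other way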
tim10-1 inh – growth inhibitors of tim10-1 mutant yeast, primary screen, luminescence, uHTS | inhibition, % at 20 µM | 330,000 tested, 2.2% active | AID 463190, 2010 | S. cerevisiae tim10-1 ts strain growth, BacTiter-Glo, 24 h;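 active = inhibition of at least 40%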;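 also: mutant grown at 25 °C; 0% = DMSO wells with yeast and 100% = wells holding no yeast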
NALP3 yeast inh – NALP3 inflammasome inhibitors in reconstituted yeast, primary screen, luminescence, uHTS | 330,000 tested, 0.39% active | Yeast reconstituted NLRP3/ASC/caspase-1, beta-gal luminescence, 24 h | inhibition, % at 10 µM;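 active = inhibition of 50% or more; inactive = inhibition below 50%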;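 also: plate controls were induced DMSO wells for no effect and uninduced yeast grown without galactose for full effect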
A3G deaminase – APOBEC3G DNA deaminase inhibitors, primary screen, biochemical, fluorescence, single-stranded DNA substrate, uHTS. inhibition, % at 20 µM. 330,000 tested, 0.28% active. recombinant A3G, ssDNA deamination FAM/TAMRA fluorescence. DNA dC->dU-editing enzyme APOBEC-3G (Homo sapiens), Q9HC16. AID 493012, 2011;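 active = inhibition of at least 40% at 20 µM, with no more than 30% in the related APOBEC3A deaminase screen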;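 also: plate controls were DMSO wells with A3G for no effect and wells lacking A3G enzyme for full effect; some compounds called inactive have numbers as strong as hits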
Target sequence (Q9HC16 whole entry, looked up): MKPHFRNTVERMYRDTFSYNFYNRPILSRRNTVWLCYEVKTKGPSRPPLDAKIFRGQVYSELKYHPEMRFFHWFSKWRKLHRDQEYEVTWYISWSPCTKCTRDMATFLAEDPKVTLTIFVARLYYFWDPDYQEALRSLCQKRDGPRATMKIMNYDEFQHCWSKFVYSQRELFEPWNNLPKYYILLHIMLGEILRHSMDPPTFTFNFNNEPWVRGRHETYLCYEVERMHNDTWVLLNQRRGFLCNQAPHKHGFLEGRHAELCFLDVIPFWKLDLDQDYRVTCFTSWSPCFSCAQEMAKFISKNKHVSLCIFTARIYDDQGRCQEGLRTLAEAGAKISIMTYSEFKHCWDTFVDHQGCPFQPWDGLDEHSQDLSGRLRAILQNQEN
* = called active by the depositor; . = no result given.

compound,TIM10 inh,hIAP inh,mIAP activ,A3A deaminase,beta cell repl,mIAP inh,tim10-1 inh,NALP3 yeast inh,A3G deaminase
O=C(Nc1ccccc1Cl)c1c(F)c(F)c(F)c(F)c1F,13,-8,1,-3,-6,-5,1,-11,-10
COc1ccc(N2CC(NS(=O)(=O)c3ccc(F)cc3)CC2=O)cc1 (stereo not drawn),2,4,1.1,-1,-1,-5,-4,9,-1
COC(=O)N/N=C/c1c[nH]c2ccccc12,16,6,0.98,-5,-3,2,2,20,-7
CN(C)CCNC=C(C(=O)Nc1ccc(Cl)cc1Cl)C(=O)Nc1ccc(Cl)cc1Cl,9,-3,1,0,-4,0,15,31,-1
C/C(CC(=O)NC(C)(C)C)=N\NC(=O)COc1ccc(C)cc1Br,6,-12,1,6,0,-2,10,15,3
CCNC(=S)NS(=O)(=O)c1ccc(F)cc1,-5,7,0.97,-5,-2,3,-14,5,-6
Cc1nc2scc(C)n2c(=O)c1S(=O)(=O)Nc1ccc(N2CCN(S(C)(=O)=O)CC2)cc1,5,-10,0.93,4,0,7,-7,17,-2
COc1ccc(-c2cn[nH]c2C)cc1OC,-13,7,0.96,-5,2,4,-16,-8,-6
O=C(O)CCc1ccc(-c2ccccc2)n1-c1cccc(C(=O)O)c1,-17,-3,1,1,-2,-2,18,10,2
COc1cc2[nH]c(=S)nc(NCc3ccccc3)c2cc1OC,1,1,0.99,-2,-4,1,-2,13,-7
Cc1ccc(S(=O)(=O)N(C)S(=O)(=O)c2ccc(C)cc2)cc1,-13,-6,0.91,2,-3,10,3,38,-4
CCOc1c(Br)cc(C(N)=O)cc1OCc1ccccc1,8,8,0.97,1,0,3,25,5,-2

Next part; the last 2 above are carried over.
compound,TIM10 inh,hIAP inh,mIAP activ,A3A deaminase,beta cell repl,mIAP inh,tim10-1 inh,NALP3 yeast inh,A3G deaminase
Cc1ccc(S(=O)(=O)N(C)S(=O)(=O)c2ccc(C)cc2)cc1,-13,-6,0.91,2,-3,10,3,38,-4
CCOc1c(Br)cc(C(N)=O)cc1OCc1ccccc1,8,8,0.97,1,0,3,25,5,-2
Cc1cc2nc(N)sc2cc1[N+](=O)[O-],9,-13,0.99,-3,-4,0,15,1,-5
O=C(NC1CCCCC1)C(c1ccccc1)N1CCOCC1 (stereo not drawn),11,-10,1.1,-3,2,-12,29,10,-2
O=C(Nc1ccc(OCc2ccccc2)cc1)Nc1cccnc1,5,-14,1.6,-3,-3,-59,14,9,-9
O=C1CCCN1CCCN1CC(C(=O)N(CCO)Cc2ccccc2)CCC1=O (stereo not drawn),-1,13,0.88,-3,-2,12,4,-2,-8
COc1ccc(NC(=O)c2cc(C(C)C)on2)c(OC)c1,16,-3,1,0,-1,0,19,18,-12
Cc1nn(C)c(C)c1C(C)NC(=O)c1ccc(OC2CCN(Cc3ccccn3)CC2)cc1 (stereo not drawn),3,-20,1.1,-1,-4,-5,-7,-1,-4
CN1C(=O)CC(N2CCC(C(N)=O)(N3CCCCC3)CC2)C1=O (stereo not drawn),5,12,1,3,-2,-2,-11,3,-3
Cc1cc(C(=O)NCCN2CCOCC2)ccc1[N+](=O)[O-],1,-7,0.94,-2,-2,6,-3,16,-8
COc1cc(C(=S)N2CCCC2)ccc1OS(=O)(=O)c1ccc(NC(C)=O)cc1,1,0,1,1,-1,-1,-1,8,9
COc1cccc(NC(=O)CN(C)C(=O)CSc2nc(C)cc(C)n2)c1,15,-15,1.1,0,-1,-7,-4,9,-3
COCCNc1nc(N)c([N+](=O)[O-])c(NCc2ccccc2)n1,-8,6,1,-4,2,-4,30,3,-7
BrC(=C\c1ccccc1)/C=N/Nc1ccc2nncn2n1,15,-2,0.99,-4,4,1,-2,9,-5
COC(=O)c1ccc(/C=N/NC(=O)c2ccc3nc[nH]c3c2)cc1,11,-58,0.89,-7,-6,11,1,11,-9
C[C@H](NC(=O)N1CCn2c1nc1ccccc12)C(=O)NC1CC1,-4,21,1,-1,-1,-5,-2,4,-5
O=C(NNC(=O)c1ccc(Br)s1)NC1CCCCC1,-9,-34,1.1,-5,-3,-7,-5,-2,-2
Cc1ccccc1-c1nnc(SCC(=O)Nc2cccc(C)c2C)o1,5,3,0.89,0,0,11,14,28,-1
Cc1ccc(Cn2ccc(NC(=O)c3cc(C(C)C)on3)n2)cc1,8,7,0.97,-1,-1,3,21,35,1
CC(=O)Nc1ccc(NC(=O)CSc2nc3[nH]ncc3c(=O)n2-c2ccccc2)cc1,3,-2,0.85,-2,0,15,-5,-2,-4
CCOC(=O)CSc1nc(Cc2ccccc2)nc2ccccc12,5,1,1,6,1,-5,14,20,-5
O=C(c1cc(COc2ccc(F)c(F)c2)on1)N1CCN(C/C=C/c2ccccc2)CC1,38,-9,1,1,3,0,21,27,11
CC(C)(C)C(=O)OCc1nc(-c2ccc(O)c(O)c2)cs1,7,-12,0.72,4,-4,28,25,5,1
CC(C)C(NC(=O)c1cccs1)c1nnc(SCC(=O)Nc2nccs2)n1C (stereo not drawn),-16,9,1,0,-3,0,11,11,-6
CCOc1ccc(NS(=O)(=O)c2ccc(C(=O)NCC(c3ccc(OC)cc3)N3CCOCC3)cc2)cc1 (stereo not drawn),3,1,1,-3,-2,-4,-3,4,-12
NS(=O)(=O)c1ccc(CNC(=O)c2cc(-c3ccccn3)nc3ccc(Cl)cc23)cc1,5,-11,0.97,-1,0,3,-5,8,-6
O=C1[C@H]2[C@H](C=CC[C@H]2C(=O)N2CCOCC2)CCN1Cc1ccccc1,8,-16,1,-8,0,-4,-1,9,-16
COc1ccc(NC(=S)NCCc2ccccc2OC)c(OC)c1,19,8,0.97,-3,-2,3,29,0,-4
N=c1c(C(=O)NCC2CCCO2)cc2c(=O)n3ccccc3nc2n1C1CCCCC1 (stereo not drawn),-6,1,1.1,4,-1,-9,11,7,3
Cc1nc(NC(=O)CN2CCOCC2)sc1-c1ccccc1,-6,-7,0.94,-4,0,6,15,-15,-7
O=C(c1cnn2c(C(F)(F)F)cc(-c3ccccc3)nc12)N1CCCc2ccccc21,-2,11,0.93,-1,-4,7,8,2,-4
Cc1cccc(CCNC(=O)c2cc(S(=O)(=O)N3CCCCC3)c[nH]2)c1,10,0,1.1,-4,-1,-11,7,9,-9
O=C(COC(=O)C(c1ccccc1)c1ccccc1)NCc1ccco1,-1,0,0.95,-1,-1,5,18,22,-4
O=C(NC1CCCCC1)C(c1c(F)cccc1Cl)N(C(=O)c1csnn1)C1CC1 (stereo not drawn),-19,-2,0.99,-1,-1,0,4,28,-6
O=C(Nc1ccc(Cc2ccncc2)cc1)c1ccc(Br)o1,44*,0,1.1,0,-1,-7,6,27,-1
Cc1cccnc1NC(=O)Nc1ccccc1,8,-10,1,2,-1,0,10,18,-5
C/C=C/c1ccc(OCCCCN2CCN(CC)CC2)c(OC)c1,8,0,1,-3,2,0,-1,25,-7
Cc1cc(C)c(N=Cc2c(O)c3ccccc3oc2=O)c(C)c1,0,-12,0.98,-6,-2,2,9,28,-3
CCc1[nH]nc2c1C1(C(=O)N(Cc3ccccc3)c3ccccc31)C(C#N)=C(N)O2 (stereo not drawn),2,-37,0.99,1,1,1,4,12,-1
COc1ccc(OC)c(CCNC(=O)CC2Oc3ccccc3NC2=O)c1 (stereo not drawn),12,-17,1,4,-2,-3,19,-3,-2
COc1ccc(OC)c2c(C)cc(C)nc12,-16,-1,1,8,1,-2,8,14,1
COc1ccccc1-c1cc2ccccc2[nH]1,18,4,1,-5,-4,-3,51*,3,-6
COc1ccc(-n2c(C)c(C(=O)O)c3cc(OC)c4ccccc4c32)cc1,-9,5,1,0,0,0,-4,5,-5
CCOc1ccc(NS(=O)(=O)c2cccc(C(=O)N(C)Cc3ccco3)c2)cc1,-7,19,1.1,0,-2,-5,3,21,-8
Cc1nn(C)c(C)c1CNC(=O)Nc1cccc(Cl)c1C,-23,-5,1.1,-9,-3,-13,20,3,-4
O=C(CN1CCN(S(=O)(=O)c2ccccc2C(F)(F)F)CC1)NCc1cccs1,0,-2,0.98,5,-4,2,5,10,-7
CC(C)(C)NCC(O)CON=C1c2ccccc2-c2ccccc21 (stereo not drawn),14,12,0.86,10,-6,14,17,12,3
O=c1c2ccccc2nc2c3ccccc3ncn12,12,6,0.93,2,-1,7,10,18,1
CCn1c(=O)c2c(nc(SCC(=O)Nc3ccccc3)n2C)n(C)c1=O,8,4,1.1,-3,-1,-6,-11,20,-9
NC(=O)C1CCN(C(=O)COc2ccc3ccccc3c2)CC1,3,1,0.95,-16,0,5,-12,6,-7
CCOC(=O)C1Oc2ccccc2C(c2ccoc2)=C1C(=O)OC (stereo not drawn),19,.,0.9,6,.,10,14,.,5
CC1CCN(c2cc(=O)n(C3CCCCC3)c(=O)[nH]2)CC1,-6,-4,1.1,-3,1,-11,-20,16,-11
COc1cc2c(C(=O)OCCN(C)C)c(CSc3ccccc3)n(C)c2cc1Br,38,-8,0.92,1,-7,8,30,16,1
COc1cc(O)c(/C=N/NC(=O)c2ccncc2)c(OC)c1[N+](=O)[O-],10,-33,0.87,2,-2,13,-1,11,-2
CN(c1ccccc1)S(=O)(=O)c1ccc(NC(=S)Nc2ccccc2)cc1,17,12,0.95,-3,1,4,23,0,-4
Cc1ccc(OCC(=O)Nc2ccccc2F)cc1C,-8,-15,1,-5,-1,0,14,20,-2
CCNc1ccc(Br)cc(C(=O)/C=C/c2ccc(Cl)cc2Cl)c1=O,11,5,0.86,17,-6,14,36,8,10
COCCNC(=O)/C(C#N)=C/c1ccc(OCc2ccccc2)cc1,30,-1,0.94,-2,-1,6,39,26,-5
O=C(NCCN1CCOCC1)C1CCN(S(=O)(=O)N2CCCCC2)CC1,-11,2,1,-1,0,-1,-15,5,-9
CC(=O)Nc1ccc(CN2CCc3c([nH]c4ccccc34)C2C(C)(C)C)cc1 (stereo not drawn),-2,-21,1.1,1,-3,-10,6,16,-2
COc1ccccc1NS(=O)(=O)c1cccc(C(=O)N/N=C/c2cn(-c3ccccc3)nc2-c2ccccc2)c1,20,-9,0.89,3,-4,11,-4,21,0
O=C(Nc1cccc(C(F)(F)F)c1)/C(=C\c1ccco1)NC(=O)c1cccs1,22,-2,0.91,1,0,9,27,13,-4
O=C1C(Cl)=C(N2CCCC2)C(=O)N1c1ccccc1F,2,-18,0.9,-3,-3,10,9,19,-10

Source: PubChem (Sanford-Burnham Center for Chemical Genomics)
